# Source: PubChem BioAssay (National Center for Advancing Translational Sciences (NCATS))
# SMN2 splice enh = qHTS Assay for Enhancers of SMN2 Splice Variant Expression. HEK293 SMN2-luciferase splicing reporter, luminescence, 30-36 h. Potency, µM (series often up to 46.1 µM), without a hit: at the top dose activity change, positive = activation, most hits filed as activators. 2.8% of 210,000 active. AID 1458, 2008; further: % of control where 0% means no effect; nearly all actives have a fitted effect of over 55% in size
#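 HEK293 cells carry an SMN2 minigene-luciferase reporter in which exon 7 inclusion puts luciferase in frame. Cells were seeded at 2000 cells/well, attached for 10-12 hours, then exposed to compounds for 30-36 hours at 37C before ONE-Glo luminescence.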
# HTT ATP protect = qHTS Multiplex Assay to Identify Dual Action Probes in a Cell Model of Huntington: Cytoprotection (ATP); PC12 HTT-Q103 induced, cytoprotection, ATP luminescence, 40 h; Potency, µM (titrated, usually from 56.4 µM), for inactives: cytoprotection (ATP increase), usual class: activators; 0.14% of 230,000 active;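 further: % of control where 0% means no effect; nearly all actives have a fitted effect of over 45% in size; toxic huntingtin expression switched on by the ecdysone agonist tebufenozide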
#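 PC12 cells with ecdysone-inducible HTT exon 1 Q103-GFP, induced with 100 nM tebufenozide and co-treated with library compounds in a dose series (1536-well, 1500 cells/well). Cytoprotection read as ATP content by ATPlite luminescence.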
# JMJD2E inh = qHTS Assay for Inhibitors of Human Jumonji Domain Containing 2E (JMJD2E); JMJD2E catalytic domain, FDH-coupled NADH fluorescence (FDH is formaldehyde dehydrogenase); 1.6% of 230,000 active; AID 2147, 2009; Potency, µM (doses to about 57.1 µM), without a hit: at the top dose activity change, negative = inhibition, most hits filed as inhibitors; Lysine-specific demethylase 4E (Homo sapiens), B2RXH2; active means well fitted inhibition curve with a large enough effect, not every such curve was filed as active; inconclusive means small, poorly fitted or top-dose-only effect, or another doubt; inactive means no such curve, though single readings can be large or run the other way;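 further: 0% = wells with enzyme and -100% = buffer wells without enzyme; nearly all actives have a fitted effect of over 50% in size; many of its hits are not listed in these tables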
# Target sequence (B2RXH2 1-337 limits assumed): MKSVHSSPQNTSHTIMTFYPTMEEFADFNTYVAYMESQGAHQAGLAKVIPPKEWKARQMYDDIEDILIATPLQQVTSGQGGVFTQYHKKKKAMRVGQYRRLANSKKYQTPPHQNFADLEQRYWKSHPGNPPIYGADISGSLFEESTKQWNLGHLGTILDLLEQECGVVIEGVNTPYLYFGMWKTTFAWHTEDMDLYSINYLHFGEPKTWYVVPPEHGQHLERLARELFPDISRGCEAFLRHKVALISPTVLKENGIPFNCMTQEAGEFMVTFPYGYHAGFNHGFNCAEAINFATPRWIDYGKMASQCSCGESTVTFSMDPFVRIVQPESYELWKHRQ
# ALDH1A1 block = qHTS Assay for Inhibitors of Aldehyde Dehydrogenase 1 (ALDH1A1). Purified ALDH1A1, NADH fluorescence, propionaldehyde substrate. Potency, µM (top dose mostly 75.3 µM), for inactives: at the top dose activity, negative = inhibition, most hits filed as inhibitors. 7.3% of 220,000 active; active means well fitted inhibition curve with a large enough effect, not every such curve was filed as active; inconclusive means small, poorly fitted or top-dose-only effect, or another doubt; inactive means no such curve, though single readings can be large or run the other way;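 further: plate controls were no enzyme wells and a reference inhibitor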
# Target sequence (P00352 whole entry, looked up): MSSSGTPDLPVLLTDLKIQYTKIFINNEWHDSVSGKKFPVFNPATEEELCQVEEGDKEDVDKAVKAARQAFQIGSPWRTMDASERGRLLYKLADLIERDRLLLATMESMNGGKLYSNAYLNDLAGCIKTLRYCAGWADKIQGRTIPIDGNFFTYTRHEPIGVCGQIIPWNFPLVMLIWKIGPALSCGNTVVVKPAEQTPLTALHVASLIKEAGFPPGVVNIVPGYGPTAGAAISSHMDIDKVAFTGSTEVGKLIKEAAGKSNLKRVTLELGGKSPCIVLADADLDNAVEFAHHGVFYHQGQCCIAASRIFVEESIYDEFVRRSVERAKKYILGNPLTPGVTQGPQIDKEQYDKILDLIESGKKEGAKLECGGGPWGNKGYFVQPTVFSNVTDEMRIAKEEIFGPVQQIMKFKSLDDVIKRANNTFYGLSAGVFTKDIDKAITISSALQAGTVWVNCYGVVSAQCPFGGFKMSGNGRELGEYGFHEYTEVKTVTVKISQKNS
# Tau fibril ThT = qHTS for Inhibitors of Tau Fibril Formation, Thioflavin T Binding. Microtubule-associated protein tau (Homo sapiens), P10636. recombinant tau K18 P301L, heparin-induced fibrillization, ThT fluorescence. Potency, µM (top dose mostly 57.4 µM), for the others: at the top dose activity, negative = inhibition, actives largely listed as inhibitors. 2.1% of 270,000 active. AID 1460, 2008; further: on the % scale 0 is the no-effect control and ±100 the full control effect; nearly all actives have a fitted effect of over 55% in size
# Target sequence (P10636 561-689 P618L limits assumed): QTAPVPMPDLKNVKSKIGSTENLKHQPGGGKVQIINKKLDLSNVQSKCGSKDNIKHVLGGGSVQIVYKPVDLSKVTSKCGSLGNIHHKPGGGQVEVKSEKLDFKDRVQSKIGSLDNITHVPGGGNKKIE
#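 K18 P301L tau (15 uM + 0.24 uM Alexa 594-tagged), heparin 20 uM, NaOAc pH 7, 6 h 37 C; ThT 30 uM, 1 h RT, ex 450/em 510 nm.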
# HTT aggregate = qHTS Multiplex Assay to Identify Dual Action Probes in a Cell Model of Huntington: Aggregate Formation (GFP) | PC12 HttQ103-GFP aggregates, Acumen cytometry, 40 h | Potency, µM (titrated, usually from 46.1 µM), without a hit: top-dose activity change, negative = inhibition, actives largely listed as inhibitors | 1.1% of 220,000 active | AID 1688, 2009; further: on the % scale 0 is the no-effect control and ±100 the full control effect; nearly all actives have a fitted effect of over 60% in size
#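 PC12/HTTQ103-GFP, ecdysone-inducible; teb 100 nM; cpd qHTS titration; GFP aggregates read on laser cytometer, Ex 488/Em 500-530 nm.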
# Tau FP inhib = qHTS for Inhibitors of Tau Fibril Formation, Fluorescence Polarization. 0.39% of 280,000 active. AID 1468, 2008. Microtubule-associated protein tau (Homo sapiens), P10636. K18 P301L tau heparin fibrillization, Alexa594 FP, 6 h. Potency, µM (titrated, usually from 57.7 µM), for the others: at the top dose activity, negative = inhibition, most hits filed as inhibitors; further: on the % scale 0 is the no-effect control and ±100 the full control effect; nearly all actives have a fitted effect of over 55% in size
#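 Recombinant K18 P301L […], labeled with Alexa 594 at 0.24 uM over 15 uM unlabeled; heparin inducer 20 uM final; 37 C, 6 hr; FP endpoint.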
# Tau fluor counter = Counterscreen qHTS for Inhibitors of Tau Fibril Formation, Fluorescence Polarization; tau K18 P301L (four-repeat tau fragment) Alexa594 fluorescence, heparin fibrillization; 0.93% of 280,000 active; Potency, µM (titrated, usually from 57.7 µM), without a hit: at the highest dose activity change, negative = decrease; further: on the % scale 0 is the no-effect control and ±100 the full control effect; nearly all actives have a fitted effect of over 55% in size
#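 Human K18 P301L tau (15 uM unlabeled plus 0.24 uM Alexa 594-labeled, final) in 100 mM sodium acetate pH 7 was mixed with compound and 20 uM heparin and incubated 6 hr at 37 C.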
# The depositor's hits bear a star; ? = inconclusive; · = no result given; [ ] = another dose, or the depositor's remark. Unless noted, the call rests on the fitted dose curve; in most records, active means well fitted curve in the direction sought with a large enough effect; inconclusive means small, poorly fitted or top-dose-only effect, or another doubt; inactive means no such curve, though single readings can be large; an effect the other way counts as inactive or inconclusive. Potency means the concentration at half of the fitted maximal effect. This is a subset; count on the stated rates, not on these rows.
SMILES,SMN2 splice enh,HTT ATP protect,JMJD2E inh,ALDH1A1 block,Tau fibril ThT,HTT aggregate,Tau FP inhib,Tau fluor counter
COc1ccccc1OCc1ccc(C(=O)N2CCN3CCCC3C2)cc1 (stereo unspecified),5%,-4%,-8%,?,-13%,13%[9.22 µM],5%,-5%
CCCCNS(=O)(=O)c1ccc(NC(=O)Cc2ccc(OC)cc2)cc1,-25%,·,-7%,23%,-2%,?,1%,-12%
CCc1ccc(NC(=O)Cn2c(=O)n(-c3cc(OC)c(OC)c(OC)c3)c(=O)c3ccccc32)cc1,?,·,·,·,3%,·,?,-3%
NCCCCCc1nnc(SCc2ccc(Cl)cc2Cl)o1,-12%,-14%,1%,9%,-8%,0%,-1%,-9%
CCOC(=O)c1cc(CC)sc1/N=C/c1c(O)ccc2ccccc12,0%,8%[10 µM],?,?,?,29%,-12%,-7%
Cn1nnc(NC(=S)NC(=O)c2ccco2)n1,-3%,-20%[10 µM],1%,3.5µM*,-3%,6%,10%,-7%
Cc1nc2ccc3nc(NC(=O)C4COc5ccccc5O4)sc3c2s1 (stereo unspecified),5%,-21%[10 µM],?,3%,?,2%,-12%,-25%
CCOc1ccccc1NC(=O)c1c(NC(=O)COc2ccccc2)sc2c1CCCC2,-12%,·,·,·,-5%,·,-3%,-2%
C=CCOc1c2ccc(C(=O)N(CC)c3ccc(OC)cc3)cc2nn1C,16%,-6%[10 µM],?,?,-6%,8%,10%,-3%
COc1cccc(C(=O)N(Cc2cccs2)C2CCS(=O)(=O)C2)c1 (stereo unspecified),·,2%[10 µM],3%,·,-4%,-3%[9.22 µM],-2%,-7%
Cc1ccc(Cl)cc1N1CCN(c2nc3ccccc3c3nc(-c4cccnc4)nn23)CC1,-3%,·,·,·,-3%,·,0%,-12%
Cc1c(C(=O)/C=C/N(C)C)nnn1-c1ccc(Cl)c(Cl)c1,·,12%[10 µM],-16%,·,?,-10%[9.22 µM],1%,-13%
Cc1cc(C)c(C(N)=O)c(NCCc2ccccc2)n1,?,-1%,?,?,-6%,6%,2%,-3%
Oc1c(-c2cc(-c3ccco3)[nH]n2)ccc2ccccc12,14µM*,-13%,?,-4%,?,-4%,12%,?
Cc1cccc(C(C)(C)C)c1OCCn1ccnc1,-7%,-15%[0.074 µM],-5%,?,-14%,-16%,6%,-12%
Cc1ccccc1SCC(=O)NC1CCOC1=O (stereo unspecified),-3%,5%,-10%,10%,-10%,-2%,-4%,-1%
Cc1ccc(N(CC(=O)NCCSCc2ccco2)S(=O)(=O)c2ccc(C)cc2)cc1,-9%,-1%,-3%,-10%,-14%,9%,-10%,-21%
O=[N+]([O-])c1ccc(C(=Nc2cccc3ccccc23)N2CCOCC2)cc1,-9%,10%,-1%,-3%,-8%,-7%,9%,-23%
COc1ccc(C2=NN(c3ccccc3)C(c3cn(CCC(=O)O)nc3-c3ccccc3)C2)cc1 (stereo unspecified),11%,-65%[inhibitor],?,?,?,-6%,-5%,-18%
O=[N+]([O-])c1ccccc1O[C@@H]1O[C@H](CO)[C@H](O)[C@H](O)[C@H]1O,·,-12%[10 µM],-3%,·,·,-1%[9.22 µM],6%,1%
CCc1cc(C=NC2CCCCC2)c(O)s1,18%,-17%,-9%,?,-5%,-5%,7%,-10%
CCOc1ccccc1NC(=O)Cn1c(=O)n(CCCC(=O)NCCOC)c(=O)c2cc(OC)c(OC)cc21,-3%,·,·,·,-1%,·,-2%,-4%
CCN1CCN(Cc2cc(=O)oc3cc4c(cc23)CCC4)CC1,10%,-14%,-18%,?,-13%,-23%,0%,-4%
C=CCNC(=O)NC(=O)CSc1nc2cc([N+](=O)[O-])ccc2n1-c1cccc(C(F)(F)F)c1,-20%,-5%[10 µM],16%,?,-2%,-2%,0%,0%
COc1ccc(NC(=O)c2oc3cc(C)c(C)cc3c2C)c(OC)c1,0%,-13%[0.074 µM],?,11%,-17%,-24%,-16%,-9%
CC(=O)C1=C(NC(=O)c2ccc(F)cc2)CC2C1C2(C)C (stereo unspecified),-16%,-1%,-4%,?,0%,2%,-1%,1%
O=C(CNS(=O)(=O)c1ccccc1)NCC(=O)OCc1ccc(C(=O)c2ccccc2)cc1,-17%,11%[10 µM],-25%,-22%,-1%,16%,9%,-6%
COc1ccc(O)c(C(=O)c2cc(C#N)c(=O)n(CCN3CCOCC3)c2)c1,-11%,2%[10 µM],-11%,7%,-4%,18%,0%,3%
C1CCc2c(nc3nnnn3c2N2CCOCC2)C1,12%,6%,1%,6%,-1%,0%,1%,6%
NNC(=O)c1cccc(S(=O)(=O)Nc2cccc(C(F)(F)F)c2)c1,·,1%[10 µM],8%,·,·,-10%[9.22 µM],0%,-29%
COc1ccc(C(=O)Nc2ccc(N3CCC(C)CC3)cc2)cc1Br,12%,·,3%,11%,?,1%,1%,-22%
CCN1CCN(c2ncc(C(=O)Nc3cc(Cl)c(OC)cc3OC)c3ccccc23)CC1,-12%,17%[10 µM],-1%,?,-9%,7%,-2%,-3%
Cc1ccccc1NC(=O)C(=O)NCC1(c2ccccc2)CCCC1,-10%,·,·,·,6%,·,6%,2%
COc1ccc(CCNC(=O)CN2C(=O)c3ccccc3C2=O)cc1,-15%,-10%,-3%,-6%,-7%,3%,7%,-5%
CN(C(=O)C1CCOC1)c1nnc(-c2ccccn2)s1 (stereo unspecified),80%,-20%[10 µM],5%,2%,0%,-19%,-5%,-1%
N#C/C(=C\c1cn(Cc2ccccc2F)c2ccccc12)C(=O)NCc1ccco1,-9%,9%[1.9 µM],91%[activator],5%,4%,-1%,5%,-9%
CNC(=S)NNC(=O)c1ccccc1F,-1%,2%,0%,?,-2%,-14%,8%,2%
CCOC(=O)Cc1c(C)nc2c(-c3ccc(Cl)cc3)c(C)nn2c1C,-16%,·,?,4%,-5%,·,4%,-7%
CCOC(=O)C1(Cc2cccc(OC)c2)CCN(Cc2cccc(OC)c2O)CC1,·,26%[10 µM],-7%,?,-16%,6%[9.22 µM],8%,-19%
CCOC(=O)Cn1nc(C)c(NC(=O)CCc2ccc(OC)cc2)c1C,-1%,-14%[10 µM],15%,-11%,1%,4%,7%,5%
C[n+]1ccn(CC(=O)c2ccc(Cl)cc2)c1,-17%,4%[10 µM],-1%,0%,1%,-25%,3%,4%
COCCNC(=O)c1ccc2c(c1)N(Cc1ccc(C(F)(F)F)cc1)C(=O)c1ccccc1S2,15%,·,·,·,-9%,·,-15%,?
COC(=O)NC(=S)Nc1ccc(Oc2ccc(Cl)cc2Cl)c(Cl)c1,-49%[inhibitor],1%[10 µM],-6%,?,?,-10%,?,?
COC(=O)C(C)Sc1nc2c(cnn2-c2ccccc2)c(=O)[nH]1 (stereo unspecified),-9%,10%,1%,3%,-5%,17%,7%,5%
Cn1nnc(NC(=O)c2ccc([N+](=O)[O-])cc2Cl)n1,-2%,-13%,-2%,?,7%,12%,-2%,-4%
Cc1ccc(S(=O)(=O)N2CCC(=O)N(C(COCc3ccc(Cl)cc3Cl)Cc3ccccc3)CC2)cc1 (stereo unspecified),?,·,-2%,-1%,-6%,-7%,5%,-4%
CCN(CC)C(=O)c1ccc(NS(=O)(=O)c2ccccc2)cc1,-20%,1%,4%,2%,-6%,-24%,-9%,-11%
COc1ccc(C(C(=O)NC2CCCCC2)N(C(=O)c2sc(C)nc2C)c2ccc(C(C)=O)cc2)cc1 (stereo unspecified),4%,11%,0%,-8%,-3%,-4%,-10%,-5%
CCOc1ccc(-c2nnc(SCC(=O)N3CCOCC3)o2)cc1,?,-43%[inhibitor],8%,10%,-6%,-10%,-1%,1%
Cc1ccc(NS(=O)(=O)c2c(C)[nH]c(=O)[nH]c2=O)cc1C,13%,7%,5%,-15%,-5%,0%,-9%,-12%

# Reprinted from above (3 entries):
SMILES,SMN2 splice enh,HTT ATP protect,JMJD2E inh,ALDH1A1 block,Tau fibril ThT,HTT aggregate,Tau FP inhib,Tau fluor counter
Cn1nnc(NC(=O)c2ccc([N+](=O)[O-])cc2Cl)n1,-2%,-13%,-2%,?,7%,12%,-2%,-4%
Cc1ccc(S(=O)(=O)N2CCC(=O)N(C(COCc3ccc(Cl)cc3Cl)Cc3ccccc3)CC2)cc1 (stereo unspecified),?,·,-2%,-1%,-6%,-7%,5%,-4%
CCN(CC)C(=O)c1ccc(NS(=O)(=O)c2ccccc2)cc1,-20%,1%,4%,2%,-6%,-24%,-9%,-11%

# (further entries)
SMILES,SMN2 splice enh,HTT ATP protect,JMJD2E inh,ALDH1A1 block,Tau fibril ThT,HTT aggregate,Tau FP inhib,Tau fluor counter
COc1ccccc1N1CCN(CC(O)COc2cc(C)cc(C)c2)CC1 (stereo unspecified),-8%,·,·,·,-13%,·,7%,-15%
CCO[C@@H]1OC(C(=O)N2CCN(C)CC2)=C[C@H](c2csc3ccccc23)[C@H]1CCCO,·,1%[10 µM],-3%,-14%,-5%,-3%[9.22 µM],3%,5%
Cc1occc1C(=O)Nc1ccc(OCc2ccccc2)cc1,·,-4%[10 µM],8%,-1%,3%,-5%[9.22 µM],-4%,6%[2.34 µM]
CN=C(c1ccccc1)c1c(C)cccc1C,1%,·,0%,-7%,1%,25%,-5%,-9%
Cc1ccc(-n2c(=O)c3ccc(C(=O)NCc4ccco4)cc3n(Cc3ccc(Cl)cc3)c2=O)cc1,-8%,·,·,·,3%,·,-8%,-7%
COC(=O)c1[nH]c2ccc(C)cc2c1NC(=O)CN1CCC(C)CC1,?,-27%,?,?,-6%,2%,8%,-9%
O=C(O)COc1ccc(Nc2ccccc2)cc1,5%,-42%[inhibitor],-26%,?,?,1%,-3%,-28%
